LMP1 NFkB inh: EBV LMP1-driven NF-kappaB luciferase reporter inhibitors, primary screen, cell-based, luminescence, single point; inhibition, % at 12.5 µM; 0.69% of 350,000 active; AID 504558, 2011; LMP1-induced NF-kappaB luciferase reporter cells; in the data active = inhibition above about 41%;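 also: 0% = neutral control wells and 100% = reference inhibitor control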
TWEAK Fn14 block: inhibitors of TWEAK-Fn14 signaling, primary screen, luciferase reporter cells, uHTS; TWEAK-stimulated Fn14 reporter cells, luciferase luminescence, 8 h; inhibition, % at 10 µM; 2% of 360,000 active; in the data active = inhibition above about 50%
KKLEB cytotox: cytotoxicity in KKLEB CF airway cells, primary screen, cytotoxicity control for CF NF-kB inhibitor project, cell-based, uHTS, fluorescence assay plates | KKLEB CF airway cells viability, ATPlite luminescence, overnight; stronger effect = lower value; cells stimulated with P. aeruginosa culture filtrate | activity change (cytotoxicity), % at 5 µM | 0.36% of 360,000 active;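 active = corrected activity change at or below -50% at 5 µM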
CF NFkB block: inhibitors of PAF-induced NF-kB signaling, primary screen, cell-based, GFP fluorescence, uHTS; KKLEB NF-kB-GFP reporter, GFP fluorescence overnight; inhibition, % at 5 µM; 0.86% of 360,000 active;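 active = at least 50% inhibition at 5 µM, scaled per plate between neutral and stimulator controls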;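 also: PAF is a Pseudomonas aeruginosa culture filtrate used as stimulus; plate controls were PAF-stimulated DMSO wells for no effect and unstimulated DMSO wells for full effect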
NR5A2 inv ag: LRH-1 (NR5A2) inverse agonists, primary screen, cell-based, luminescence, HEK293T, StAR-luciferase reporter; Nuclear receptor subfamily 5 group A member 2 (Homo sapiens), O00482; LRH-1 transfected, 24 h; inhibition, % at 3.6 µM; 0.13% of 360,000 active; AID 602396, 2012;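 active = inhibition above the mean inhibition of all tested compounds plus 3 SD, cut at about 73% in these data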;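 also: 0% = DMSO wells and 100% = reporter-only cells lacking LRH-1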
Target sequence (O00482 whole entry, looked up): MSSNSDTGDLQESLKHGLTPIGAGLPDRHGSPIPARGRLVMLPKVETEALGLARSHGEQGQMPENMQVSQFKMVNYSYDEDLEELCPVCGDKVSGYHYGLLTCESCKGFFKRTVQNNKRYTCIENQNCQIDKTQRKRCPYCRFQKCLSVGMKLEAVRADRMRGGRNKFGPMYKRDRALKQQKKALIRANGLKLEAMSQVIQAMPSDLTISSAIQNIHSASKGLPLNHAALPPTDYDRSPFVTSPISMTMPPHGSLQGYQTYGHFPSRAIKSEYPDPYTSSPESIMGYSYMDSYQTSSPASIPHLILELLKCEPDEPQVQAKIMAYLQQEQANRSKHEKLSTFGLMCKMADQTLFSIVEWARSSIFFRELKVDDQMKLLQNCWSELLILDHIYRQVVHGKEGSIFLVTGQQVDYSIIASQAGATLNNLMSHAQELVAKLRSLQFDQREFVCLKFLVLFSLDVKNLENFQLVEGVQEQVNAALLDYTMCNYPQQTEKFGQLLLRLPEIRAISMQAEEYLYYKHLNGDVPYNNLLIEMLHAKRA
Shn3 inh set2: reduction of Shn3 3'UTR firefly luciferase signal, primary screen, Schnurri-3 inhibitor project, cell-based, Clone20 osteoblasts, set 2 | Clone20 osteoblast Shn3 3'UTR firefly luciferase, 24 h | inhibition, % at 12.5 µM | 0.52% of 360,000 active | AID 588674, 2011;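 active = mean inhibition of at least 75% with every replicate also reaching 75%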;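 also: 0% = median of neutral control wells and 100% = pilot-screen positive control compound; some compounds past the cut are filed as inactive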
TROY NFkB inh: inhibitors of TROY-driven NF-kB signaling, primary screen, Q293 LMP1-TROYcd cells, NF-kB luciferase, uHTS. Q293 LMP1-TROYcd NF-kB luciferase reporter, 4 h. inhibition, % at 10 µM. 0.98% of 360,000 active;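 active = compounds whose plate-normalised and pattern-corrected inhibition of the luciferase reporter signal at the single screening dose is 50% or more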
C8 TRAIL sens: viability loss with TRAIL in NB7+C8 cells, primary screen, TRAIL sensitizer project, cell-based, ATPlite luminescence; inhibition (viability loss, TRAIL sensitization), % at 10 µM; 1% of 360,000 active;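 active = compounds causing at least 50% loss of cell viability in the single-dose screen, relative to plate controls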
COUP-TFII inh: NR2F2 transcriptional activity inhibitors, primary screen, cell-based, luciferase reporter, HEK293T, luminescence; COUP transcription factor 2 (Homo sapiens), P24468; HEK293T NGFI-A luciferase reporter; inhibition, % at 8.6 µM; 0.7% of 370,000 active;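 active = inhibition above a per-plate cutoff, mean inhibition of test wells between control levels plus 3 SD, cut at about 38% in these data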;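 also: cells cotransfected with COUP-TFII expression vector driving the NGFI-A reporter; 0% = median of COUP-TF2 test wells and 100% = reporter-only cells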
Target sequence (P24468 whole entry, looked up): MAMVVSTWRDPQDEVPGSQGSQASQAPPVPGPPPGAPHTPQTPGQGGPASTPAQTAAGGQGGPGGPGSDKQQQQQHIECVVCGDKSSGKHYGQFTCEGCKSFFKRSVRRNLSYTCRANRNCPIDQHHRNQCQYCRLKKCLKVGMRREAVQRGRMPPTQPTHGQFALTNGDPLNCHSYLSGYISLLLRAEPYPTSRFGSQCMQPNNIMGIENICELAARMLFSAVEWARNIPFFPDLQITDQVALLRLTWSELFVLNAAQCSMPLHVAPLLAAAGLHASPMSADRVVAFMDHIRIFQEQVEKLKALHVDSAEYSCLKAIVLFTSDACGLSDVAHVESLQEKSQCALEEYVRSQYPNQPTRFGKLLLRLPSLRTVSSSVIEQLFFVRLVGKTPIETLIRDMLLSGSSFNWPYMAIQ
NCOA3 inh: SRC3 coactivator transcriptional activity inhibitors, primary screen, cell-based, luminescence; 0.17% of 360,000 active; inhibition, % at 3.6 µM; AID 588352, 2011; HEK293 GAL4-SRC3 luciferase reporter;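 active = inhibition above a per-campaign cutoff, the mean of all compounds plus 3 SD, cut at about 60% in these data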;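 also: 0% = DMSO-treated cells and 100% = gossypol-treated cells at 36 µM; higher means less SRC3-driven luciferase light from the GAL4 reporter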
SRC1 inh: SRC1 coactivator transcriptional activity inhibitors, primary screen, cell-based, luminescence. HEK293 GAL4-SRC1 luciferase reporter. inhibition, % at 3.6 µM. AID 588354, 2011. Nuclear receptor coactivator 1 (Homo sapiens), Q15788. 0.12% of 360,000 active;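 active = inhibition above the campaign mean plus 3 SD, with each screening campaign given its own cutoff, cut at about 60% in these data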;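 also: 0% = DMSO treated cells and 100% = gossypol at 36 µM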
Starred values were filed as active, the others as inactive; · = no result given. These rows are one share of the data; the hit share may differ from the screen's.

SMILES	LMP1 NFkB inh	TWEAK Fn14 block	KKLEB cytotox	CF NFkB block	NR5A2 inv ag	Shn3 inh set2	TROY NFkB inh	C8 TRAIL sens	COUP-TFII inh	NCOA3 inh	SRC1 inh
O=C(CN1CCCC1)Nc1cc(C(F)(F)F)ccc1Cl	2	26	3	3	-20	6	3	-9	-1	-1	-16
N=c1sccn1CC(=O)Nc1cc(Cl)ccc1[N+](=O)[O-]	-3	-29	7	6	0	8	-10	0	-10	2	-13
N#CCCn1nc(-c2ccccc2)c2ccccc2c1=O	-2	5	3	11	16	-13	-9	7	-6	-13	9
COc1ccccc1C(=O)NNc1ncc(C)s1	1	-28	11	-20	-7	-2	-17	-1	-3	-3	1
N#C/C(=C\Nc1ccc2c(c1)OCCO2)c1nc(-c2ccccc2)cs1	5	-42	-76*	77*	19	-1	7	11	15	3	-5
O=C(c1cc(-c2ccc(F)cc2)on1)N1CCCCCC1	-21	-7	-3	-11	-123	-131	-32	16	-57	-107	-111
COCCN(C(=O)COC(=O)/C(=C/c1ccccc1)NC(C)=O)c1c(N)n(Cc2ccccc2)c(=O)[nH]c1=O	5	2	-19	8	15	6	-4	-15	5	5	-1
N#CC1(NC(=O)COC(=O)C2=COCCO2)CCCCC1	4	-2	-7	-3	8	0	-13	-1	7	-19	-2
O=c1[nH]c(CN2CCN(S(=O)(=O)c3ccccc3C(F)(F)F)CC2)nc2sc3c(c12)CCCC3	0	21	-9	3	6	9	9	-10	-2	-5	-19
Cn1cc(S(=O)(=O)N2CCOCC2)cc1C(=O)NCc1ccc(Cl)cc1	5	15	14	22	-10	2	-9	13	-5	6	20
Cc1ccc(-n2nc3c(c2NC(=O)c2cc4ccccc4o2)CS(=O)(=O)C3)cc1	6	-3	7	-10	13	-7	-6	-12	19	9	6
C#Cc1ccc([C@H]2C=C(C(=O)N3CCN(Cc4ccccc4)CC3)O[C@@H](OCc3ccc(CO)cc3)C2)cc1	-24	-33	5	-28	4	1	-15	-23	24	-1	-3
CN1CCC(N(C)C(=O)COc2ccccc2Cl)CC1	-7	-12	12	2	1	-3	5	0	-22	6	-1
CN(C)CCCNS(=O)(=O)c1ccc(Cl)s1	-1	5	15	-2	2	-6	-6	3	-14	19	-14
CCS(=O)(=O)N1CCN(Cc2ccccc2OC)CC1	-14	22	-1	-6	18	18	-10	-7	-6	-1	-13
O=C(Cc1ccccc1)Nc1ccc(N2CCCC2)cc1	-3	-16	5	-20	-3	-4	-12	0	1	0	-31
CCCCn1c(N)c(N(CCC(C)C)C(=O)C2CC(=O)N(c3ccccc3OCC)C2)c(=O)[nH]c1=O (stereo unspecified)	-6	5	17	-47	-13	-112	7	4	20	2	-7
CC(C)S(=O)(=O)c1cnc(-c2cccnc2)nc1N	3	-7	4	-3	15	3	6	-21	4	-5	4
CCN(CC)c1ccc(NC(=O)CN2CCN(c3ccc(F)cc3)CC2)cc1	-13	4	3	-2	-7	3	16	-11	3	8	-12
CCOc1ccc(NC(=O)c2cccc(OC(=S)N3CCC(C)CC3)c2)cc1	1	1	7	-22	8	-6	17	12	2	2	-6
O=C(O)c1cc(NC(=O)c2ccccc2[N+](=O)[O-])ccc1O	3	6	-8	1	-8	-19	2	-5	-9	10	-27
COC(=O)c1ccc(CSc2nc3ccccc3c(=O)n2C)o1	11	11	-2	6	-23	28	0	-2	-1	-15	8
CC(=O)Nc1cnc(-c2cccc(C(=O)N3CCOCC3)c2)cn1	·	11	-2	7	-5	5	2	-8	5	4	-13
CC(NC(=O)C(NC(=O)C(Cc1c[nH]c2ccccc12)NC(=O)OC(C)(C)C)C(C)C)C(N)=O (stereo unspecified)	-4	9	-4	11	5	4	-14	-1	-3	5	-17
CCc1nc2ccc(C(=O)Nc3cc(-c4ccccc4)ccc3OC)cn2c1N(C)Cc1ccc(OC)cc1	·	-3	-18	29	-11	-7	-15	12	8	-28	-1
O=C(CCC1CCCN(C(=O)c2ccco2)C1)NCc1ccccc1F (stereo unspecified)	-2	-16	4	-7	5	9	-9	7	17	12	-15
CC1CC(=O)C2=C(C1)Nc1ccccc1N(C(=O)COc1ccccc1)C2c1ccco1 (stereo unspecified)	0	0	8	-15	13	3	2	-2	-8	-11	-29
Nc1ccc(CC2SC(=O)NC2=O)cc1 (stereo unspecified)	1	9	-9	9	1	-6	-9	-16	4	10	-9
CC(C)Sc1nnc(SCC(=O)NCCCN2CCCC2=O)s1	3	13	-5	-8	0	-6	-6	-12	-5	-30	-3
CCc1ccc2nc(N(CCN(C)C)C(=O)/C=C/c3cccs3)sc2c1	-2	17	-22	41	-15	-3	-31	29	·	6	-9
NC(=O)c1ccccc1NC(=O)CCn1c(=S)oc2ccccc21	-3	5	6	-16	-3	-4	-3	-16	9	1	-2
c1ccc(Nc2nc(CSc3ncn[nH]3)cs2)cc1	-22	-4	-7	5	-30	-103	-11	1	-4	-36	-15
CC1CC(=O)N(C)c2cc([N+](=O)[O-])ccc2N1 (stereo unspecified)	9	-19	-9	2	-5	-5	-4	4	-32	12	9
COC(=O)c1cc(NC(=O)Cn2c(=O)oc3ccccc32)cc(C(=O)OC)c1	-2	38	3	-1	14	-2	0	6	15	11	-11
COc1cccc(CNC(=S)Nc2ccc3c(c2)c(=O)n(C)n3C)c1	·	-12	5	-18	-1	33	16	-16	-10	0	-14
CC(=O)OCCCN(C)CC/C=C1/c2ccccc2CSc2ccccc21	2	-7	-5	-1	-19	26	0	-8	7	-5	-4
CCn1c(SCC(=O)Nc2cc(C)on2)nc2c1c(=O)n(C)c(=O)n2C	7	-10	-13	0	-21	2	0	-3	-5	-16	-8
O=C(COc1ccc(S(=O)(=O)N2CCOCC2)cc1Cl)NCCCn1ccnc1	-1	10	3	-6	-6	9	2	4	-6	-4	-24
COC(=O)CCCC1=CC2=CC(=O)C(C)(OC(=O)c3cccs3)C(=O)C2=CN1Cc1ccco1 (stereo unspecified)	4	-10	14	-2	-11	-7	-27	4	12	-10	6
CCOc1ccc(N(Cc2ccc(OC)c(OC)c2)C(=O)c2ccco2)cc1	-9	-18	-4	-7	-12	10	-2	-2	3	8	6
Cc1c(C(=O)N2CCN(CCc3ccccn3)CC2)oc2ccc(F)cc12	-3	-2	3	-8	9	9	1	5	11	-5	-5
CN(CC(=O)NCCc1ccc(S(N)(=O)=O)cc1)S(=O)(=O)c1cccc2nsnc12	0	22	6	-11	3	-25	-20	3	11	17	11
CC1=CC(=O)N(c2ccn(C)n2)C1=O	-8	3	5	-15	-2	6	-8	-5	-2	9	-3
COC(=O)C(NC(=O)c1ccccc1)=C(C)C	-5	-10	6	-4	9	-14	-35	3	10	3	-6
c1ccc(-c2cc(-c3nnc4sc(-c5ccccn5)nn34)[nH]n2)cc1	4	13	7	-20	-12	-29	-33	9	-11	7	4
COc1cccc(NC(=O)Nc2c(C)n(C)n(-c3ccccc3)c2=O)c1	6	7	2	-6	-13	-9	-10	10	17	3	3
O=C(CCCOc1ccccc1)NCCc1nc2ccccc2[nH]1	-5	15	0	3	-14	-1	1	-3	11	5	-48
O=C(COc1ccc(F)cc1Br)NCC1(N2CCCCC2)CCCCC1	-6	9	-6	6	13	-1	4	-12	13	-13	8
O=C(Nc1cccc(C(=O)N2CCCC2)c1)C1CCC1	-10	21	4	4	2	7	3	-14	-9	14	6
CCOC(=O)c1ccc(NC(=O)CCc2nc(-c3ccccc3)no2)cc1	8	40	9	-4	1	29	20	10	-1	4	-11
CCCCCOC(=O)C1=C(C)Nc2ncnn2C1c1cccs1 (stereo unspecified)	-1	19	10	-2	-5	29	33	10	13	15	3
O=C(NC(c1ccc(-c2ccccc2)cc1)c1cnccn1)C1CCN(CCN2C(=O)c3ccccc3C2=O)CC1 (stereo unspecified)	·	4	1	0	-13	-13	-2	10	5	-14	7
CNC(=O)N1c2ccccc2C=Cc2ccccc21	-2	24	3	3	16	2	12	9	-9	-4	19
O=C(CN(c1ccc2c(c1)OCCO2)S(=O)(=O)c1ccccc1)NCC1CCCO1 (stereo unspecified)	-9	-6	1	1	-8	-6	6	-4	-78	11	-21
CC(=O)Nc1nc2ccccc2n1Cc1ccc(Cl)cc1	-3	7	-6	-6	7	19	0	16	18	0	10
CCN(CC)CCNC(=O)c1cc2c(-c3ccc(Cl)cc3)nn(C)c2s1	-249	-71	-13	-41	-5	-13	-74	32	-30	2	-11
O=C(N/N=C/c1ccc(OC(=O)c2ccccc2Cl)cc1)c1cc(O)cc(O)c1	·	-18	1	-32	-18	-14	2	31	-14	-4	-24
CCCCOC(=O)Nc1ccc(S(=O)(=O)Nc2onc(C)c2C)cc1	-2	8	8	9	1	-1	-2	-12	13	-7	13
Cc1cc(-c2nnc(SCC(=O)Nc3ccccc3C)n2N)n[nH]1	-2	5	-11	10	-1	-7	12	-1	-21	-6	-7
COc1ccccc1N1CC(O)=C(c2nc3ccccc3c(=O)[nH]2)C1=N	-52	5	-15	-14	15	-30	-20	6	-34	-4	24
Further entries follow.
SMILES	LMP1 NFkB inh	TWEAK Fn14 block	KKLEB cytotox	CF NFkB block	NR5A2 inv ag	Shn3 inh set2	TROY NFkB inh	C8 TRAIL sens	COUP-TFII inh	NCOA3 inh	SRC1 inh
COc1ccc(-c2coc3c(C(=O)NCc4ccccc4)cccc23)c(C)c1	·	30	-9	23	2	45	16	11	26	8	17
O=C(Nc1ccc(Cn2ccnc2)cc1)c1cccc(C(F)(F)F)c1	7	-12	1	1	12	5	-13	-1	6	-9	11
CCOC(=O)c1cc([N+](=O)[O-])sc1N	3	2	4	-12	-6	0	-5	-9	-10	6	-15
Cc1ccc(CN2C(=O)CCC2C(=O)N2CCN(c3ccc(F)cc3)CC2)cc1 (stereo unspecified)	-6	12	-12	2	4	9	-5	1	9	-5	-26
C[C@@H](NC(=O)OC(C)(C)C)C(=O)NCC1CCC(C(=O)N[C@@H](Cc2ccccc2)C(=O)O)CC1 (stereo partly specified)	1	10	8	-5	-1	-2	-3	-16	5	11	-14

In a second layout: entries from further up
The line under a structure holds: LMP1 NFkB inh | TWEAK Fn14 block | KKLEB cytotox | CF NFkB block | NR5A2 inv ag | Shn3 inh set2 | TROY NFkB inh | C8 TRAIL sens | COUP-TFII inh | NCOA3 inh | SRC1 inh
> Cc1ccc(CN2C(=O)CCC2C(=O)N2CCN(c3ccc(F)cc3)CC2)cc1 (stereo unspecified)
 : -6 | 12 | -12 | 2 | 4 | 9 | -5 | 1 | 9 | -5 | -26
> C[C@@H](NC(=O)OC(C)(C)C)C(=O)NCC1CCC(C(=O)N[C@@H](Cc2ccccc2)C(=O)O)CC1 (stereo partly specified)
 : 1 | 10 | 8 | -5 | -1 | -2 | -3 | -16 | 5 | 11 | -14
